C diff HTS = C. difficile growth inhibition; Clostridium difficile clinical isolate growth, OD600, 24 h; hits give low values; growth activity, negative = inhibition, % at 16 µg/mL (by protocol); 86,000 compounds, 0.25% hits;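 active means mean growth activity at or below -80% and every replicate also at or below -80%; inconclusive means mean at or below -80% but some replicate above -80%; inactive means mean growth activity above -80%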;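 further: 0% = DMSO wells and -100% = levofloxacin 16 µg/mL wells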
Pf Dd2 growth = inhibitors of Plasmodium falciparum Dd2 growth; P. falciparum Dd2 growth, SYBR Green, 72 h; hits give low values; activity change, % at 10 µM; 94,000 compounds, 2.3% hits; AID 1159554; in the data active means activity change below about -80%; inconclusive means no clear call, values can overlap the other calls
KDM4C inh = blocks human GASC-1 (KDM4C) demethylase activity; GST-KDM4C 2-372, H3K9me3 peptide, LANCE TR-FRET; inhibition, % at 12.5 µM; 96,000 compounds, 0.15% hits; AID 720574;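 active means mean replicate inhibition above about 25%, with at least 55% of replicates also reaching it, limit read from the data, passing the limit was not always enough; inconclusive means only one of those two conditions met; inactive means neither condition met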
Target sequence (Q9H3R0 2-372 limits assumed): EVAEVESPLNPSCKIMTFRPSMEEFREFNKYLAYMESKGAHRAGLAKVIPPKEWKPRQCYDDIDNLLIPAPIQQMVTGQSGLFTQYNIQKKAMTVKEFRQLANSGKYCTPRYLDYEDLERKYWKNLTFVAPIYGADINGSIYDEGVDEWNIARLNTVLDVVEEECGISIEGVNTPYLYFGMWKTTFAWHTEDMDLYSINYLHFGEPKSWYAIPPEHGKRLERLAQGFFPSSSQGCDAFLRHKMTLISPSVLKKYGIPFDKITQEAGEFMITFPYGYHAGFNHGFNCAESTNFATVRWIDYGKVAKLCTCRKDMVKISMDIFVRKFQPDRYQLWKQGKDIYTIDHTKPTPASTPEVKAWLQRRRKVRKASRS
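Material: GST-tagged GASC-1 (JMJD2C) catalytic fragment, aa 2-372. Input: enzyme final amount 10 nM. Medium: HEPES buffer, pH 7.5, plus ascorbate. Reagent: H3K9me3 peptide substrate, Fe(II), 2-oxoglutarate. Doses: single dose. Times: reaction 30 min RT, detection step 1 h RT. Measured by: LANCE TR-FRET. Evaluation: Fall in 671/618 emission ratio as inhibition.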
T cruzi growth = inhibitors of T. cruzi proliferation; T. cruzi beta-gal in NIH3T3, GalScreen luminescence, 90 h; inhibition, % at 8.34 µM; 77,000 compounds, 5.9% hits;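 active means mean inhibition above about 93%, with at least 55% of replicates each passing it, limit read from the data, passing the limit was not always enough; inconclusive means only one of those two conditions holds; inactive means neither condition holds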
Starred values were filed as active, the others as inactive; i = inactive; ? = inconclusive; . = no result given; & = joins results of further samples.

SMILES	C diff HTS	Pf Dd2 growth	KDM4C inh	T cruzi growth
O=C(C[C@H]1C=C[C@@H](NC(=O)NC2CCCCC2)[C@@H](CO)O1)NCc1ccc(Cl)cc1	-3	10	-1.2	17
C[C@@H]1CN([C@H](C)CO)C(=O)c2cc(N(C)C)ccc2O[C@@H]1CN(C)C(=O)Nc1cccc2ccccc12	1	-32	1.8	30
O=C(NCc1ccc2c(c1)OCO2)[C@H]1[C@H](CO)[C@H]2Cn3c(cccc3=O)[C@@H]1N2Cc1cccnc1	-1	.	-0.1	-33
Cc1ccc(-c2ccc([C@H]3[C@H](CO)N4C(=O)CN(C(=O)Cc5ccccn5)C[C@@H]34)cc2)cc1	-4	15	-0.7	.
O=C(c1cccnc1)N1CC[C@@H]2[C@H]1c1cc(-c3cccc(F)c3)ccc1N[C@@H]2CO	-5	-44	3.0	89
CS(=O)(=O)N1CC2(C1)[C@H](c1ccccc1)[C@H](CO)N2Cc1ccccc1	0	-14	-0.2	.
O=C(CC1CC1)Nc1ccc2c(c1)[C@H]1C[C@@H](CC(=O)N3CCCCC3)O[C@@H](CO)[C@H]1O2	0	-16	0.9	86
C[C@@H]1CN([C@H](C)CO)C(=O)c2cc(C3=CCCC3)cnc2O[C@H]1CN(C)Cc1ccccc1F	.	46	0.4	.
C[C@H]1CCCCO[C@H](CN(C)Cc2ccc(C(F)(F)F)cc2)[C@@H](C)CN([C@@H](C)CO)C(=O)c2cc(NC(=O)C3CCCCC3)ccc2O1	7	-44	-2.8	?
O=C(C[C@@H]1CC[C@@H](NS(=O)(=O)c2ccccc2)[C@@H](CO)O1)N1CCC(Cc2ccccc2)CC1	-3	-27	-1.0	.
COCC(=O)N1CC2(C1)CN(Cc1ccccn1)[C@@H](CO)c1[nH]c3cc(OC)ccc3c12	3	-82*	-2.4	.
CCCNC(=O)Nc1ccc2c(c1)C(=O)N(C)C[C@@H](OC)[C@H](C)CN(C)[C@@H](C)CO2	-2	10	-2.9	10
C[C@@H]1CN([C@H](C)CO)C(=O)Cc2cc(NC(=O)Cn3cnnn3)ccc2O[C@@H]1CN(C)C(=O)NC1CCCCC1	-2	8	1.0	-1
C[C@H](NC(=O)C[C@@H]1C=C[C@H](NC(=O)c2cccnc2)[C@@H](CO)O1)c1ccccc1	-1	23	-0.8	-9
C[C@@H]1CCCCO[C@H](CN(C)C(=O)Nc2ccc(C(F)(F)F)cc2)[C@@H](C)CN([C@H](C)CO)C(=O)c2cc(NC(=O)Nc3cccc4ccccc34)ccc2O1	-16	-82*	-1.2	43
Cc1noc(C)c1NC(=O)N(C)C[C@@H]1OCCCC[C@H](C)Oc2ccc(NC(=O)Nc3ccc4c(c3)OCO4)cc2C(=O)N([C@@H](C)CO)C[C@H]1C	1	27	0.6	-22
CCN(C[C@H]1[C@H](c2ccccc2)[C@H](CO)N1C(=O)C1CC1)C(=O)NC1CCCC1	4	3	-1.7	96*
C[C@@H]1CN([C@H](C)CO)C(=O)Cc2cc(NC(=O)Nc3ccc(C(F)(F)F)cc3)ccc2O[C@H]1CN(C)C(=O)Nc1ccc(F)cc1	7	-15	-0.2	-11
CC(C)NC(=O)Nc1ccc2c(c1)C(=O)N([C@@H](C)CO)C[C@H](C)[C@H](CN(C)C(=O)C1CCCCC1)OCCCC[C@@H](C)O2	0	-29	-1.8	41
CO[C@@H]1CN(C)C(=O)c2cc(NS(=O)(=O)CC(F)(F)F)ccc2OC[C@H](C)N(CC2CCCCC2)C[C@H]1C	.	11	0.4	-10
COc1cccc(-c2cnc3c(c2)C(=O)N([C@H](C)CO)C[C@H](C)[C@H](CN(C)CC2CCOCC2)O3)c1	-4	39	-2.6	95
C[C@@H]1CN([C@@H](C)CO)S(=O)(=O)c2ccc(Br)cc2O[C@@H]1CN(C)Cc1ccc2c(c1)OCO2	1	22	0.9	.
C[C@@H]1CN([C@@H](C)CO)C(=O)c2cccc(NC(=O)C3CC3)c2O[C@H]1CN(C)S(=O)(=O)c1cn(C)cn1	-6	29	-0.1	11
COc1ccc2c3c([nH]c2c1)[C@H](CO)N(C(C)=O)CC31CCN(Cc2ccccc2Cl)CC1	2	-50	-1.6	.
C[C@@H]1CCCCO[C@@H](CN(C)C(=O)Nc2cccc3ccccc23)[C@@H](C)CN([C@@H](C)CO)C(=O)c2cc(NC(=O)Cc3ccccc3)ccc2O1	-3	-92*	-0.2	.

Filtered by structure: those above containing sulfur
SMILES	C diff HTS	Pf Dd2 growth	KDM4C inh	T cruzi growth
CS(=O)(=O)N1CC2(C1)[C@H](c1ccccc1)[C@H](CO)N2Cc1ccccc1	0	-14	-0.2	.
O=C(C[C@@H]1CC[C@@H](NS(=O)(=O)c2ccccc2)[C@@H](CO)O1)N1CCC(Cc2ccccc2)CC1	-3	-27	-1.0	.
CO[C@@H]1CN(C)C(=O)c2cc(NS(=O)(=O)CC(F)(F)F)ccc2OC[C@H](C)N(CC2CCCCC2)C[C@H]1C	.	11	0.4	-10
C[C@@H]1CN([C@@H](C)CO)S(=O)(=O)c2ccc(Br)cc2O[C@@H]1CN(C)Cc1ccc2c(c1)OCO2	1	22	0.9	.
C[C@@H]1CN([C@@H](C)CO)C(=O)c2cccc(NC(=O)C3CC3)c2O[C@H]1CN(C)S(=O)(=O)c1cn(C)cn1	-6	29	-0.1	11

Carrying on.
SMILES	C diff HTS	Pf Dd2 growth	KDM4C inh	T cruzi growth
Cc1noc(C)c1S(=O)(=O)N(C)C[C@H]1OCCCC[C@H](C)Oc2ccc(NS(=O)(=O)c3cn(C)cn3)cc2C(=O)N([C@H](C)CO)C[C@@H]1C	1	9	-1.6	20
C[C@H]1CN([C@@H](C)CO)C(=O)Cc2cc(N(C)C)ccc2O[C@@H]1CN(C)Cc1ccc(C(=O)O)cc1	-2	8	1.0	-7
COc1ccccc1CNC(=O)C[C@@H]1C[C@@H]2c3cc(N(C)C)ccc3O[C@@H]2[C@H](CO)O1	-5	-29	20	55
COc1ccc(S(=O)(=O)Nc2ccc3c(c2)CC(=O)N([C@@H](C)CO)C[C@H](C)[C@@H](CN(C)C(=O)NC(C)C)O3)cc1	0	-54	1.8	33
CO[C@H]1CN(C)C(=O)c2ccc(NS(=O)(=O)c3ccccc3)cc2OC[C@H](C)N(C)C[C@H]1C	-2	19	0.2	-9
CN(C)C(=O)c1ccc(-c2ccc(C3[C@@H]4CNC[C@H]3N4)cc2)cc1 (some centres not stated)	-6	29	-0.6	.
CCCN(C)C[C@@H]1Oc2ncc(C#Cc3ccc(OC)cc3)cc2C(=O)N([C@H](C)CO)C[C@@H]1C	15	-81*	-0.3	.
C[C@@H]1CN([C@@H](C)CO)C(=O)c2cc(Br)cnc2O[C@@H]1CN(C)C(=O)c1ccccc1	1	18	-2.0	.
O=C(C[C@H]1CC[C@H]2[C@@H](COC[C@@H](O)CN2C(=O)c2ccc(F)cc2)O1)NC1Cc2ccccc2C1	6&-1	13	0.2	7
O=C(Cc1ccncc1)Nc1ccc2c(c1)[C@@H]1C[C@@H](CC(=O)N3CCc4ccccc4C3)O[C@H](CO)[C@@H]1O2	3	-45	7.4	42
C[C@H](CO)N1C[C@H](C)[C@H](CN(C)C(=O)CCN2CCCCC2)Oc2ncc(C#CCN(C)C)cc2C1=O	-3	51	2.2	-28
O=C(NC[C@H]1[C@@H](c2ccccc2)[C@@H](CO)N1CC1CCCC1)C1CC1	9	-32	1.5	56
O=C(C1CCCC1)N1CC(=O)N2[C@H](C1)[C@@H](c1ccc(C#CC3CCCC3)cc1)[C@@H]2CO	46	-5	-1.0	.
CC(C)NC(=O)Nc1ccc2c(c1)CC(=O)N([C@H](C)CO)C[C@H](C)[C@@H](CN(C)Cc1ccc(C(=O)O)cc1)O2	1&-5	-2	-2.8	.
C[C@@H]1CCCCO[C@H](CN(C)Cc2ccc(C(=O)O)cc2)[C@H](C)CN([C@@H](C)CO)C(=O)c2cc(NS(=O)(=O)c3ccc(F)cc3)ccc2O1	3	-4	0.3	25
COc1ccc(CN(C)C[C@@H]2Oc3ccc(NC(=O)Nc4ccc(F)cc4)cc3CC(=O)N([C@H](C)CO)C[C@H]2C)cc1	-4	20	-0.5	.
Cc1ccccc1S(=O)(=O)N(C)C[C@@H]1OCc2cn(nn2)CCCC(=O)N([C@H](C)CO)C[C@@H]1C	.	29	0.8	4
C[C@H](CO)N1C[C@H](C)[C@H](CN(C)Cc2ccncc2)Oc2ccc(NC(=O)NC3CCCCC3)cc2CC1=O	-5	0	0.1	81
C[C@H]1CCCCO[C@@H](CN(C)Cc2ccc(C(F)(F)F)cc2)[C@@H](C)CN([C@@H](C)CO)C(=O)c2cc(NC(=O)c3ccncc3)ccc2O1	4	-47	-0.1	24
CCC(=O)N1[C@@H]2c3cccc(=O)n3C[C@H]1[C@H](CO)[C@H]2C(=O)NCc1ccc(F)cc1	-4	14	-1.0	-13
CCCNC(=O)N(C)C[C@@H]1Oc2ncc(C#CCc3ccccc3)cc2C(=O)N([C@H](C)CO)C[C@@H]1C	-5	-2	-0.9	.
Cc1noc(C)c1S(=O)(=O)Nc1ccc2c(c1)C(=O)N([C@H](C)CO)C[C@H](C)[C@H](CN(C)C(=O)Nc1cccc3ccccc13)OCCCC[C@@H](C)O2	11	-65	7.1	17
C[C@H]1CN([C@@H](C)CO)C(=O)c2c(c3ccccc3n2C)-c2ccccc2CO[C@H]1CN(C)Cc1ccncc1	.	13	0.8	-10
O=C(Nc1ccccc1)N1CC(=O)N2[C@H](CO)[C@@H](c3ccc(C#Cc4cccnc4)cc3)[C@H]2C1	-2	4	-0.9	.
Cc1ccc(-c2cnc3c(c2)C(=O)N([C@@H](C)CO)C[C@H](C)[C@H](CN(C)C(=O)c2cccnc2)O3)cc1	-3	-6	0.5	64

(next part)
SMILES	C diff HTS	Pf Dd2 growth	KDM4C inh	T cruzi growth
C[C@@H]1CN([C@H](C)CO)C(=O)c2cc(Br)cnc2O[C@@H]1CN(C)Cc1ccncc1	6	60	0.4	66
C[C@@H]1CN([C@@H](C)CO)C(=O)Cc2cc(NC(=O)Cc3cn(C)c4ccccc34)ccc2O[C@@H]1CN(C)C(=O)Nc1ccc(F)cc1	0	-11	0.0	19
CCC(=O)N(C)C[C@H]1Oc2ncc(Br)cc2C(=O)N([C@@H](C)CO)C[C@H]1C	3	30	1.2	.
C[C@@H]1CN([C@H](C)CO)C(=O)c2cc(-c3ccncc3)cnc2O[C@H]1CN(C)S(=O)(=O)c1ccccc1	2	-61	0.3	-23
OC[C@@H]1[C@@H](c2ccccc2)C2(CN(Cc3ccccc3F)C2)N1Cc1ccccc1F	39	-88*	-1.6	.
Cc1noc(C)c1NC(=O)N(C)C[C@H]1Oc2ccc(NC(=O)CCCCCC(=O)Nc3ccccc3N)cc2CC(=O)N([C@@H](C)CO)C[C@H]1C	-2	18	-0.6	9
CCCNC(=O)N1[C@H](CNC(=O)c2ccccc2)[C@H](c2ccccc2)[C@@H]1CO	6	-39	-0.4	75
C[C@@H]1CN([C@H](C)CO)C(=O)c2cccc(NC(=O)CCCCCC(=O)Nc3ccccc3N)c2O[C@H]1CN(C)Cc1ccc(-c2ccccc2)cc1	-2	-92*	6.1	?
CCCc1cn(CC[C@H]2CC[C@H](NC(=O)C3CC3)[C@H](CO)O2)nn1	2	1	2.5	.
COc1ccc(CNC(=O)C[C@@H]2CC[C@@H](NC(=O)CN(C)C)[C@@H](CO)O2)cc1	.	5	7.3	24
CO[C@@H]1CN(C)C(=O)c2cc(NS(C)(=O)=O)ccc2OC[C@H](C)N(S(C)(=O)=O)C[C@H]1C	-1	16	-0.2	4
C[C@@H]1CN([C@H](C)CO)S(=O)(=O)c2ccc(C#C[C@@H](C)O)cc2O[C@H]1CN(C)CC1CCCC1	2	-59	1.4	73
O=C(CC1CC1)Nc1ccc2c(c1)[C@@H]1C[C@@H](CC(=O)N3CCc4ccccc4C3)O[C@@H](CO)[C@@H]1O2	-2	-30	-1.7	i
C[C@@H]1CCCCO[C@@H](CN(C)S(=O)(=O)c2cn(C)cn2)[C@@H](C)CN([C@@H](C)CO)C(=O)c2cc(NC(=O)CCC(F)(F)F)ccc2O1	6	21	0.5	40
C[C@@H]1CN([C@@H](C)CO)C(=O)c2cccc(NC(=O)CCCCCC(=O)Nc3ccccc3N)c2O[C@@H]1CN(C)S(C)(=O)=O	-2	-38	0.5	.
C[C@@H]1CCCCO[C@@H](CN(C)Cc2ccncc2)[C@@H](C)CN([C@H](C)CO)C(=O)c2cc(NC(=O)CCCN(C)C)ccc2O1	-1	27	1.7	-6
CN1CCN(C(=O)C[C@H]2C[C@H]3c4cc(NC(=O)c5ccc6c(c5)OCO6)ccc4O[C@H]3[C@@H](CO)O2)CC1	.	27	-0.7	-62

Limited to T cruzi growth and C diff HTS, for two of the compounds above:
| SMILES | T cruzi growth | C diff HTS |
| --- | --- | --- |
| COc1ccc(CNC(=O)C[C@@H]2CC[C@@H](NC(=O)CN(C)C)[C@@H](CO)O2)cc1 | 24 | . |
| CN1CCN(C(=O)C[C@H]2C[C@H]3c4cc(NC(=O)c5ccc6c(c5)OCO6)ccc4O[C@H]3[C@@H](CO)O2)CC1 | -62 | . |

Compound activity (PubChem)
